CFTR F508del cor: F508del CFTR correction, initial screen, CFBE line, single point | CFBE cells, YFP halide quenching; stimulated with forskolin plus potentiator P3; % fluorescence drop versus neutral controls | activity (quench increase), % at 7.58 µM | hit rate 0.36% among 350,000 | AID 720511, 2013;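 active means mean added fluorescence quench of at least 8% versus neutral control, with both replicates also reaching 8%; inconclusive means only one of the mean or replicate conditions met; inactive means mean below 8% and not both replicates reaching 8%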;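 further: cells transiently co-express mutant CFTR-F508del with the halide-sensitive YFP; corrector assay measuring rescue of mutant channel to the surface after 24 h compound exposure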
PAX8 inh HTS: inhibitors of PAX8-driven TPO luciferase reporter, primary screen, RMG-I cells, single concentration | SteadyGlo, 24 h | inhibition, % at 12.6 µM | hit rate 1.2% among 360,000 | AID 652154, 2013;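 active means mean replicate inhibition at least 60% with every replicate also reaching 60%; inconclusive means only one of the two criteria is met; inactive means mean below 60% and not all replicates reaching 60%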;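 further: luciferase light reporting Pax8 driven TPO promoter activity; plate controls were median of neutral control wells for no effect and mitoxantrone controls for full effect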
DENV2 CPE: inhibitors of DENV2 cytopathic effect, primary screen, cell-based, plate reader, single concentration; DENV2-infected cells, cytopathic effect rescue; CPE inhibition, % at 9.99 µM; hit rate 1.7% among 350,000; in the data active means CPE inhibition above about 20%, passing the limit was not always enough; inconclusive means no clear call, values can overlap the other calls; tested in BHK-21 cells;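 further: 0% = median of neutral control wells and 100% = median of positive control wells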
EWS-Fli block: EWS/Fli-driven NR0B1 reporter inhibitors, primary screen, A673 cells, NR0B1 luciferase, luminescence, MLPCN library | hit rate 0.67% among 350,000 | inhibition, % at 12.6 µM | viability-normalised;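 active means mean inhibition of at least 50% after viability correction, with every replicate also passing that limit; inconclusive means mean reaches 50% but only one of two replicates passes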;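 further: firefly luciferase signal divided by Alamar Blue viability fluorescence both relative to DMSO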
GSIS activator: GLuc luminescence reporter in INS-1E cells, primary screen for activators of glucose-dependent secretion of insulin; activation, % at 16.6 µM; INS-1E GLuc reporter insulin secretion, 2-3 h; hit rate 0.61% among 370,000;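 active means lowest replicate activation of at least 40%, so every replicate reaches that level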;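 further: 0% = median of neutral control wells and 100% = median of IBMX positive control wells; some compounds called inactive have numbers as strong as hits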
ARNT-TACC3 inh: disruptors of ARNT/TACC3 protein interaction, primary screen, biochemical, AlphaScreen, single concentration. Transforming acidic coiled-coil-containing protein 3 (Homo sapiens), Q9Y6A5. AlphaScreen His-ARNT PAS-B/GST-TACC3 binding, luminescence; TACC3 fragment carries E629A point mutation. inhibition, % at 9.99 µM. hit rate 0.66% among 390,000. AID 623870, 2012;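 active means mean inhibition of replicates at least 50% and at least half of replicates each reaching 50%; inconclusive means half or more replicates reach 50% but mean below 50%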;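 further: 0% = complete ARNT plus TACC3 wells and 100% = ARNT alone without TACC3; many hits fall short of the cut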
ERp5 inh: inhibitors of ERp5-driven insulin aggregation, primary screen, biochemical, turbidity, absorbance 650 nm, single point; inhibition, % at 9.99 µM; 90 min; Protein disulfide-isomerase A6 (Homo sapiens), Q15084; hit rate 0.05% among 350,000;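 active means mean replicate inhibition above about 25%, with every replicate also reaching it, limit read from the data, passing the limit was not always enough; inconclusive means only one of those two criteria met; inactive means neither criterion met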
Target sequence (Q15084 whole entry, looked up): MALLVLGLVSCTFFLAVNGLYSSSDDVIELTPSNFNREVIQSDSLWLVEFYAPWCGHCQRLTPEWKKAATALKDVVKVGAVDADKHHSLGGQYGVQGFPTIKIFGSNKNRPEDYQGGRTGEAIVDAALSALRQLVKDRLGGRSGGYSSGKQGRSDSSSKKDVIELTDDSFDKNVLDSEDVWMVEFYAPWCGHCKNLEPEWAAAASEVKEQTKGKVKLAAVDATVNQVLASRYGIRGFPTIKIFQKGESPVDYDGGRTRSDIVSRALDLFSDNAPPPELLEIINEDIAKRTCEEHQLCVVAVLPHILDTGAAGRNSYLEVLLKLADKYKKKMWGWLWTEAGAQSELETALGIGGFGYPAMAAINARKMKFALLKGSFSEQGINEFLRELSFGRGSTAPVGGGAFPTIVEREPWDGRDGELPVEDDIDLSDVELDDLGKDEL
Xi reactivation: activators of inactive X chromosome reactivation, primary screen, imaging, XiGFP fibroblasts, GFP high-content imaging, set 2 | XiGFP mouse fibroblasts, % GFP-positive cells imaging, 3 d; cells co-treated with 5-aza-dC sensitizer; scaled so ellipticine positive control = 100% | activation, % at 7.58 µM | hit rate 0.055% among 360,000 | AID 743238, 2013;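 active means mean normalized replicate activation at least 10% and every replicate at or above 10%; inconclusive means only one of the two criteria met; inactive means mean below 10% and not all replicates reach 10%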;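 further: 0% = median of on-plate neutral control wells and 100% = ellipticine 6 µM median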
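Material: SV40-immortalized XiGFP fibroblast cells, line 68-5-11 | Buffer or medium: DMEM containing 5-aza-dC | Dosing: One concentration, pinned | Times: 3 d treatment, 15 min room-temperature fixation | Controls: Ellipticine 6 µM positive control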
* marks the source's active call; other numbers are inactive results; ? = inconclusive; · = no result given.

nr	Molecule	CFTR F508del cor	PAX8 inh HTS	EWS-Fli block	DENV2 CPE	ARNT-TACC3 inh	GSIS activator	Xi reactivation	ERp5 inh
1	CCNC(=O)Nc1ccc2c(c1)C(=O)N(C)[C@@H]1CC[C@H](CC(=O)NCCN3CCCC3)O[C@H]1CO2	-0.5	1	-9	2	1	3	0.3	·
2	CC(=O)NS(=O)(=O)c1ccc(NC(=O)c2ccccn2)cc1	0.2	9	5	·	38	10	-0.1	?
3	CC(C)(C)NC(=O)CN(C(=O)c1snc(C(=O)NC2CCCCC2)c1N)c1ccc(F)cc1	1.9	5	25	3	-3	-2	0.0	-1
4	C[C@H](CO)N1C[C@H](C)[C@H](CN(C)Cc2ccc(C(=O)O)cc2)OCCCC[C@H](C)Oc2ccc(NC(=O)Nc3cccc4ccccc34)cc2C1=O	-1.8	8	-5	19	1	-1	-0.4	3
5	COc1ccc(S(=O)(=O)N(C)C[C@H]2Oc3ccc(NC(=O)Nc4ccccc4)cc3CC(=O)N([C@H](C)CO)C[C@H]2C)cc1	-6.6	21	2	1	0	-18	-0.2	-2
6	C[C@H]1CCC2[C@](C)(CO)[C@@H](O)CC[C@]2(C)[C@@]12CCC(CO)(CCO)O2 (stereo partly drawn)	-4.5	0	-6	-4	4	25	0.0	1
7	CCC(=O)N[C@@H]1C=C[C@@H](CC(=O)NCC2CC2)O[C@@H]1CO	2.1	·	-2	-3	·	-2	-0.3	22
8	CCOc1ccc2[nH]c(=O)c(CN(CC3COCCO3)C(=O)c3ccc(C)cc3)cc2c1 (stereo not drawn)	0.8	26	17	0	-8	5	0.0	5
9	O=C(c1cnccn1)N1CC(=O)N2[C@H](CO)[C@@H](c3ccc(-c4ccc(F)cc4)cc3)[C@H]2C1	3.6	·	·	9	·	12	0.0	5
10	O=C(NC1CCCC1)c1cccc(S(=O)(=O)Nc2ccccc2F)c1	-2.7	8	6	-4	-8	11	0.1	7
11	N#Cc1ccccc1NC(=O)C(=O)NCCCN1CCCC1=O	3.8	-3	-1	1	-3	9	0.0	5
12	Cc1ccccc1S(=O)(=O)N1CC(=O)N2[C@H](CO)[C@H](c3ccc(C#CC4CC4)cc3)[C@H]2C1	0.2	5	3	-7	·	18	0.0	-1
13	O=S(=O)(Nc1ccc(Br)cn1)c1cccs1	1.6	-7	7	·	0	1	0.5	5
14	C=CCn1c(SCC(=O)c2ccc(O)c(O)c2)nnc1-c1cccc(Cl)c1	0.7	5	44	-3	-1	0	0.0	3
15	CN1C(=S)N(c2ccccc2)C(=O)/C1=C/c1cccs1	·	-2	·	·	2	68*	-0.1	·
16	C[C@@H]1CCCCO[C@@H](CN(C)C(=O)c2ccncc2)[C@H](C)CN([C@@H](C)CO)C(=O)c2cc(NC(=O)C3CCCCC3)ccc2O1	0.3	3	-13	0	-8	23	-1.2	3
17	Cc1ccc(C(=O)NC2CCCC2)s1	-3.5	-44	·	?	-4	11	0.0	-11
18	O=C(C[C@@H]1CC[C@H]2[C@@H](COC[C@H](O)CN2C(=O)c2ccncc2)O1)NC1Cc2ccccc2C1	1.0	-16	3	30*	-10	-7	-0.1	-1
19	CC(C)(C)c1ccc(/C=C/C(=O)Nc2cccnc2)cc1	-1.7	-105	-110	-1	-11	-34	0.0	2
20	O=C(Cn1c(C(=O)NCc2ccco2)cc2sccc21)c1ccccc1	-1.2	·	2	-11	0	-14	·	5

In the list so far, these have four or more nitrogen atoms:
nr	Molecule	CFTR F508del cor	PAX8 inh HTS	EWS-Fli block	DENV2 CPE	ARNT-TACC3 inh	GSIS activator	Xi reactivation	ERp5 inh
1	CCNC(=O)Nc1ccc2c(c1)C(=O)N(C)[C@@H]1CC[C@H](CC(=O)NCCN3CCCC3)O[C@H]1CO2	-0.5	1	-9	2	1	3	0.3	·
3	CC(C)(C)NC(=O)CN(C(=O)c1snc(C(=O)NC2CCCCC2)c1N)c1ccc(F)cc1	1.9	5	25	3	-3	-2	0.0	-1
4	C[C@H](CO)N1C[C@H](C)[C@H](CN(C)Cc2ccc(C(=O)O)cc2)OCCCC[C@H](C)Oc2ccc(NC(=O)Nc3cccc4ccccc34)cc2C1=O	-1.8	8	-5	19	1	-1	-0.4	3
5	COc1ccc(S(=O)(=O)N(C)C[C@H]2Oc3ccc(NC(=O)Nc4ccccc4)cc3CC(=O)N([C@H](C)CO)C[C@H]2C)cc1	-6.6	21	2	1	0	-18	-0.2	-2
9	O=C(c1cnccn1)N1CC(=O)N2[C@H](CO)[C@@H](c3ccc(-c4ccc(F)cc4)cc3)[C@H]2C1	3.6	·	·	9	·	12	0.0	5
11	N#Cc1ccccc1NC(=O)C(=O)NCCCN1CCCC1=O	3.8	-3	-1	1	-3	9	0.0	5
16	C[C@@H]1CCCCO[C@@H](CN(C)C(=O)c2ccncc2)[C@H](C)CN([C@@H](C)CO)C(=O)c2cc(NC(=O)C3CCCCC3)ccc2O1	0.3	3	-13	0	-8	23	-1.2	3

The list continues:
nr	Molecule	CFTR F508del cor	PAX8 inh HTS	EWS-Fli block	DENV2 CPE	ARNT-TACC3 inh	GSIS activator	Xi reactivation	ERp5 inh
21	CCO[C@H]1OC(C(=O)N2CCN(C)CC2)=C[C@@H](C2CC2)[C@@H]1CCCO	-3.7	2	-3	-6	5	11	0.0	5
22	COc1ccc(CCN2CC(C(=O)NCCc3cccc(F)c3)CCC2=O)cc1 (stereo not drawn)	2.8	-13	-1	18	0	13	0.0	6
23	Cc1ccc(CSc2nnc(-c3ccncc3)n2N)cc1	0.0	-7	11	1	·	-2	0.0	1
24	O=C1N(c2ccccc2C(F)(F)F)O[C@@]1(c1ccccc1)C1CCCC1	2.0	43	-2	?	·	·	-0.1	-1
25	CCC(=O)Nc1ccc2c(c1)C(=O)N(C)C[C@@H](OC)[C@@H](C)CN(Cc1cncnc1)[C@H](C)CO2	-1.1	·	9	·	·	-4	-0.1	·
26	CC1=C/C(=C(\c2cc(C)c(O)c(Br)c2)c2ccccc2S(=O)(=O)O)C=C(Br)C1=O	-2.3	24	-17	-7	28	-24	0.0	-4
27	CCN(CC)CCn1c(=O)n(-c2ccc(Cl)cc2)c(=O)c2c3c(sc21)CN(C)CC3	0.6	5	-5	-1	-1	10	0.5	6
28	C/C=C/c1ccc([C@@H]2[C@@H](CN(CC)C(C)=O)N(C(=O)C3CCC3)[C@H]2CO)cc1	0.5	-19	2	-5	-5	-7	0.0	·
29	C[C@@H]1CN([C@@H](C)CO)S(=O)(=O)c2ccc(-c3cccc(C#N)c3)cc2O[C@@H]1CN(C)C(=O)Nc1cc(F)ccc1F	0.4	17	11	-1	-2	-4	-1.2	-2
30	O=C(C1CCCCC1)N(CCN1CCCC1)c1nc2ccccc2s1	0.2	·	-20	-7	1	-6	·	3
31	O=C(O)CCCN=CC1=C(O)CNC1=O	-1.3	12	-4	-7	-1	12	0.0	-17
32	N/C(=N\O)c1cccc(CS(=O)(=O)c2ccccn2)c1	-0.8	11	2	-5	-8	-2	-0.1	2
33	Cc1ccc2nc(NC(=O)CSc3nc(=O)n(CCN(C)C)c4c3CCCC4)sc2c1	-0.5	-10	-7	5	0	376*	0.4	-11
34	COc1cccc(NC(=O)CN2C(=O)CSc3nc(C)cc(C)c32)c1	-0.2	1	-3	-4	0	·	-0.1	3
35	Cc1noc(C)c1S(=O)(=O)Nc1ccc2c(c1)C(=O)N([C@@H](C)CO)C[C@H](C)[C@H](CN(C)Cc1ccncc1)OCCCC[C@@H](C)O2	-1.9	-1	5	2	-3	-3	-0.1	-1
36	COc1cccc(CN2CCC2(C)C(=O)Nc2cccc(NS(C)(=O)=O)c2)c1OC (stereo not drawn)	2.1	41	-6	12	·	-11	0.0	2
37	Cn1ncc(Cl)c1C(=O)Nc1nc2ccc(Cl)cc2s1	0.6	-83	-55	4	-3	-6	0.0	6
38	CC(c1ccccc1)N1CC(C(=O)O)CC1=O (stereo not drawn)	3.9	-4	3	-1	-7	5	0.0	3
39	CCC(=O)N1C[C@H](C)[C@H](OC)CN(C)C(=O)c2cc(NC(=O)Nc3cccc(F)c3)ccc2OC[C@@H]1C	0.0	21	-6	?	3	-17	0.3	1
40	Cc1ccc(S(=O)(=O)N2CCCCC2)cc1NC(=O)CCc1nc2ccccc2c(=O)[nH]1	1.2	1	8	-1	2	-8	0.3	-2
41	O=C(NCCc1ccccc1)c1cc(S(=O)(=O)N2CCCCC2)c[nH]1	-4.5	7	14	15	·	-15	0.0	-6
42	S=C(N/N=C/c1cccs1)NC1CC2CCC1C2 (stereo not drawn)	-35	-47	-9	-11	11	-12	0.3	-13
43	CCN(CC)CCNCC(=O)N1c2ccccc2CCc2ccc(NC(=O)OC)cc21	-1.8	4	17	2	5	17	0.2	0
44	Cn1nnnc1NCc1cccc(Cl)c1	1.5	-15	-2	-5	16	8	0.0	-2
45	Cc1ccc2cc(CN(CC3CCCO3)C(=O)c3cccs3)c(=O)[nH]c2c1 (stereo not drawn)	3.7	1	7	-3	-7	-7	-0.1	2
46	CSc1sc(C)cc1C=O	-0.9	5	11	5	4	6	0.0	-1
47	COc1ccccc1N1CCN(C(=O)c2cc3cc(C)ccc3[nH]2)CC1	-3.3	8	9	?	-20	-13	0.0	2
48	Cc1cccc(NC(=O)C2CC(=O)N(Cc3ccccc3)C2)n1 (stereo not drawn)	1.9	-2	-7	-1	-4	34	0.2	1
49	COc1ccc(N2CC(O)=C(c3nc(-c4ccccc4)cs3)C2=N)cc1	-0.3	13	-2	-2	-4	-9	2.7	-7
50	CN(C)c1ccc(C(=S)N2CCCCC2)cc1Br	0.5	-39	-13	1	1	4	0.0	-9

Rewritten screen by screen: entries from further up
[46] CSc1sc(C)cc1C=O
[43] CCN(CC)CCNCC(=O)N1c2ccccc2CCc2ccc(NC(=O)OC)cc21
entry no.	46	43
CFTR F508del cor	-0.9	-1.8
PAX8 inh HTS	5	4
EWS-Fli block	11	17
DENV2 CPE	5	2
ARNT-TACC3 inh	4	5
GSIS activator	6	17
Xi reactivation	0.0	0.2
ERp5 inh	-1	0

Carrying on.
nr	Molecule	CFTR F508del cor	PAX8 inh HTS	EWS-Fli block	DENV2 CPE	ARNT-TACC3 inh	GSIS activator	Xi reactivation	ERp5 inh
51	CC(CC(=O)N1CCN(S(=O)(=O)c2ccccc2)CC1)n1cncn1 (stereo not drawn)	-1.9	-12	-5	3	2	0	0.0	-1
52	CCOC(=O)C1=C(COC(=O)CNS(=O)(=O)c2ccc(C)c(C)c2)NC(=O)NC1C (stereo not drawn)	-0.5	1	-8	-6	·	-10	0.0	0
53	Fc1ccc(NC(=S)SCc2ccc3c(c2)OCO3)cc1F	0.2	-10	0	0	·	·	0.1	-2
54	Cc1ccccc1-c1n[nH]c(=S)n1/N=C/C=C/c1ccco1	-1.3	-3	8	0	7	-6	0.4	1
55	CCc1noc(C)c1C(=O)OCC(=O)Nc1ccc(F)cc1Cl	-2.3	-17	-3	5	4	17	0.6	10
56	COCc1cc(CN(C)C(=O)c2oc3c(F)cccc3c2C)[nH]n1	4.0	-28	-19	6	1	2	0.0	0
57	CCOC(=O)c1sc(=N)n(-c2ccc(OC)cc2)c1C	0.7	22	-62	-7	·	-3	0.0	0

Screens deposited in PubChem by Broad Institute.
